Pol kappa inh: inhibitors of human DNA polymerase kappa. purified Pol kappa, fluorescent DNA synthesis assay, 10 min. Potency, µM (series often up to 107 µM), for the others: at the highest dose activity, negative = inhibition, usual class: inhibitors. actives 0.53% (n = 400,000). AID 588579; also: potency is read from the fitted curve at half-maximal effect; % is scaled to controls: 0 for no effect and ±100 for the full control effect
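Pol kappa 10 nM + cpd, 15 min RT; start w/ substrate 50 nM final; fluorescence kinetic read, 0 and 10 min. Neg ctrl: buffer, no enzyme.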
LDHA inh: inhibitors of human lactate dehydrogenase A | activity change, % (values are at about 110 or 230 µM) | purified LDHA, NADH/diaphorase-resazurin fluorescence; hits give low values | actives 0.15% (n = 480,000) | P00338; in the data active = activity change below about -30%; inconclusive = mostly about -25% to -30%;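 also: plate controls were DMSO wells for no effect and wells without enzyme for full effect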
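Human LDH5 at 2 nM final in Tris HCl pH 7.4 with 0.06 mM NADH and 0.2 mM pyruvate, reacted 5 minutes at room temperature. Remaining NADH coupled via diaphorase/resazurin; resorufin fluorescence read at 0 and 20 minutes, normalized to enzyme-free and DMSO wells.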
APE1 inh: blocks human APE1 abasic DNA cleavage. recombinant APE1, TAMRA/BHQ-2 abasic DNA cleavage fluorescence. Potency, µM (titrated, usually from 65.8 µM), for inactives: at the top dose activity change, negative = inhibition, actives largely listed as inhibitors. actives 0.35% (n = 350,000);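 also: potency is read from the fitted curve at half-maximal effect; plate controls were vehicle for no effect and reference inhibitor for full effect; nearly all actives have a fitted effect of over 55% in size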
Target sequence (P27695 whole entry, looked up): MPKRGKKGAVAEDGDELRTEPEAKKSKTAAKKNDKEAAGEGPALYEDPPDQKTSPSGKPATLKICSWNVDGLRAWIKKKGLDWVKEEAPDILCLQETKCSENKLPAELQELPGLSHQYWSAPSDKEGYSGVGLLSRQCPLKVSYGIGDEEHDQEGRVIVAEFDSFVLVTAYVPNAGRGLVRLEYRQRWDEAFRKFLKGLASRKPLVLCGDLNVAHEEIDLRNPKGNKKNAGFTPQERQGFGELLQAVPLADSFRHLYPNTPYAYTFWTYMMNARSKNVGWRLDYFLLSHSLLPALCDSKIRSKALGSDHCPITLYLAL
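Incision of a quenched TAMRA/BHQ-2 THF abasic-site duplex (50 nM) by 0.75 nM APE1, after 15 min compound preincubation, measured as fluorescence increase over three 60 s reads. Values normalized to buffer, DMSO and NSC13755 control wells.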
ERG-DNA inh: ERG Ets/DNA interaction inhibition; P11308; fluorescence polarization, His-ERG Ets domain / labelled DNA; Potency, µM (titrated, usually from 76.9 µM), for the others: at the top dose FP activity, negative = inhibition, hits mostly inhibitors; actives 0.028% (n = 370,000); AID 624246; active = well fitted inhibition curve with a large enough effect in the polarisation, with a control signal flat; inconclusive = small, poorly fitted or top-dose-only effect, or effect the other way, or a change in a side signal; inactive = no such curve, though single readings can be large or run the other way; the % refers to the polarisation;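 also: polarization taken with two DNA probes labelled with fluorescein and Texas red; potency is read from the fitted curve at half-maximal effect; % of control where 0% means no effect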
Target sequence (P11308 whole entry, looked up, the tested form may be a part): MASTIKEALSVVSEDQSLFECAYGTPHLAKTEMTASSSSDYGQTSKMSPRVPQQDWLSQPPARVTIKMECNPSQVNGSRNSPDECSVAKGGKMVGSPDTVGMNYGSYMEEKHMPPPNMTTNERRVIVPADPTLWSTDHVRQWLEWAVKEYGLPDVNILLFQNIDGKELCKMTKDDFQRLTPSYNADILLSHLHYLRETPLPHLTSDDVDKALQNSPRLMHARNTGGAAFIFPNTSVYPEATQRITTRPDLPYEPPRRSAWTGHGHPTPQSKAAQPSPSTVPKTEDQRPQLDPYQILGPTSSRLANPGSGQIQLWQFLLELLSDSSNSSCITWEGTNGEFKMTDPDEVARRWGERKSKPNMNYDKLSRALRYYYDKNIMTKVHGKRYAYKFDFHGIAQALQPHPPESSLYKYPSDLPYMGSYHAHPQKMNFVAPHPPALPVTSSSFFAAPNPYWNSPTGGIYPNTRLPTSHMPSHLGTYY
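His-tagged ERG Ets domain (1 uM in the protein solution; 300mM KCl, 50mM Tris-HCl, 1mM EDTA, 1mM DTT, pH 7.5) received compound, then a probe mix of 5 nM fluorescein-DNA and 100nM Texas-615-DNA. Fluorescence polarization was read for both dyes.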
12-LOX inh: ALOX12 (human) lipoxygenase inhibition. P18054. purified 12hLO, xylenol orange hydroperoxide absorbance. Potency, µM (top dose mostly 108 µM), for the others: at the highest dose activity change, negative = inhibition, most hits filed as inhibitors. actives 1.1% (n = 580,000); also: potency is read from the fitted curve at half-maximal effect; % is scaled to controls: 0 for no effect and ±100 for the full control effect
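Hydroperoxide product was detected by ferrous iron/xylenol orange as the 573 to 405 nm absorbance ratio. Arachidonic acid at 40 uM (final) was turned over for 30 min at room temperature by 150 nM human 12hLO, pH 7.0 Hepes buffer, after 15 min compound preincubation.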
Anesthetic bind: binds horse apoferritin like a general anesthetic; P02791; apoferritin/1-aminoanthracene competitive binding, fluorescence; Potency, µM (highest dose often 77.5 µM), inactives show at the highest dose activity change, negative = displacement, most hits filed as inhibitors; actives 0.074% (n = 350,000); AID 485281; also: potency is read from the fitted curve at half-maximal effect; % is scaled to controls: 0 for no effect and ±100 for the full control effect; nearly all actives have a fitted effect of over 20% in size
Target sequence (P02791 2-175 limits assumed): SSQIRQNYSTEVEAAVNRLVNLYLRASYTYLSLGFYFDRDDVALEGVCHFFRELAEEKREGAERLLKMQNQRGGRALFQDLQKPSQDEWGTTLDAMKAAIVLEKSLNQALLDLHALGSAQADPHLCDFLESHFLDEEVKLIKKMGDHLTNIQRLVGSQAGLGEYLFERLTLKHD
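Steps: apoferritin (10 uM) was premixed with half-saturated 1-AMA in PBS, compounds were pin-transferred, plates stood 10 min at room temperature, fluorescence was read at 380/535 nm, and curves were fitted with a Hill equation.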
Pol beta inh: blocks human DNA polymerase beta activity | Pol beta primer extension/strand displacement, fluorescence kinetic | AID 485314 | P06746 | Potency, µM (doses to about 114 µM), without a hit: at the top dose activity change, negative = inhibition, usual class: inhibitors | actives 1.3% (n = 340,000); also: potency is read from the fitted curve at half-maximal effect; % is scaled to controls: 0 for no effect and ±100 for the full control effect
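Human Pol beta at 10 nM; strand-displacement substrate 50 nM final. Compound exposure 15 min at room temperature before start, reaction 10 min at room temperature.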
RGS4 inhibitor: blocks human RGS4-accelerated GTP hydrolysis | P49798 | Transcreener GDP fluorescence polarization, RGS4-accelerated GTP hydrolysis | Potency, µM (top dose mostly 114 µM), for inactives: at the highest dose activity change, negative = inhibition, usual class: inhibitors | actives 0.039% (n = 390,000) | AID 504845; also: potency is read from the fitted curve at half-maximal effect; % is scaled to controls: 0 for no effect and ±100 for the full control effect; nearly all actives have a fitted effect of over 75% in size; some results filed as inactive show a strong effect at the top dose
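MLSMR compounds (23 nl, pin-transferred) preincubated 10 min at room temperature with a 500nM (2x) first reagent, then RGS4 at 900nM (2x) plus Transcreener GDP mix added; fluorescence polarization (620/688 nm) read before and after 90 min at 30 °C.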
POLH inh: blocks human DNA polymerase eta activity; Q9Y253; recombinant Pol eta, fluorescent DNA replication assay; Potency, µM (doses to about 114 µM), for inactives: top-dose activity change, negative = inhibition, actives largely listed as inhibitors; actives 1.2% (n = 390,000); AID 588591; also: potency is read from the fitted curve at half-maximal effect; % is scaled to controls: 0 for no effect and ±100 for the full control effect
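Pol eta (10 nM) was preincubated with compounds for 15 min at room temperature, after which fluorescent replication substrate (50 nM final) was added to start the reaction. Fluorescence was read kinetically at 0 and 10 min.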
Numbers without * were called inactive; ? = inconclusive; / = not tested or not shown; & = joins results of further samples; [ ] = dose if it differs, or a comment. Unless noted, calls follow the shape of the dose curve; as a rule, active = well fitted curve in the direction sought with a large enough effect; inconclusive = small, poorly fitted or top-dose-only effect, or another doubt; inactive = no such curve, though single readings can be large; an effect the other way counts as inactive or inconclusive. These rows are one share of the data; count on the stated rates, not on these rows.

SMILES	Pol kappa inh	LDHA inh	APE1 inh	ERG-DNA inh	12-LOX inh	Anesthetic bind	Pol beta inh	RGS4 inhibitor	POLH inh
CN(C(=O)COC(=O)CNC(=O)C12CC3CC(CC(C3)C1)C2)c1ccccc1	-4%	-3	9%	-6%	-55%	?	8%	-7%	-19%
CC(C)(C)c1ccc(C(=O)c2cn[nH]c2-c2ccccc2O)cc1	-2%	-5	22%	-16%	?	-17%	?	-20%	-22%
CCc1noc(C)c1C(=O)N(C)CC(=O)Nc1ccccc1C(F)(F)F	10%	2	21%	8%	6%	/	/	-22%	-10%
CN(C)S(=O)(=O)c1cccc(NC(=S)NC23CC4CC(CC(C4)C2)C3)c1	-6%	-8	15%	8%	?	-14%	-11%	3%	-22%
COc1ccc(NS(=O)(=O)c2ccc(N)c(C(=O)O)c2)cc1	-1%	-1	-1%	8%	?	-10%	-1%	-1%	2%
CN(CC(=O)N1CC=C(c2ccccc2)CC1)S(=O)(=O)c1cnc[nH]1	1%	1	-4%	-8%	-11%	-11%	-1%	-14%	-10%
O=C(Nc1nc(-c2ccccc2)cs1)C1CCCN(S(=O)(=O)c2cccc([N+](=O)[O-])c2)C1 (stereo not given)	-3%	-9	-4%	-3%	0%	-10%	14%	-22%	3%
CN(C)S(=O)(=O)c1ccc(N2CCCC2)c(C(=O)Nc2ccccc2OC(F)F)c1	6%	-4	7%	9%	-11%	-15%	-7%	-11%	-9%
CCOc1ccc(N2CC(C(=O)Nc3cccc(C(=O)NC4CC4)c3)CC2=O)cc1 (stereo not given)	10%	-4	3%	-11%	-15%	/	/	-29%	2%
CN(CCCC(=O)N1CCN(c2ncccn2)CC1)S(=O)(=O)c1ccc(F)cc1	-9%	-3	-5%	-6%	-4%	/	/	1%	-1%
Cc1ccc(-n2nnnc2SCC(=O)N(CC(C)C)c2c(N)n(CC(C)C)c(=O)[nH]c2=O)cc1	-1%	-13	0%	6%	32%[activator]	-7%	1%	77%[activator]	-7%
COc1cccc(NC(=O)CCCOc2cc(=O)n(C)c3ccccc23)c1	-13%	-19	-2%	1%	-11%	-10%	2%	-7%[56.9 µM]	8%
COc1cc(CC(=O)N2CCN(S(=O)(=O)c3ccc(C)cc3)CC2)cc(OC)c1OC	2%	1	27%	-6%	30%	/	/	-2%	-8%
Cc1cccc2cc(CN(Cc3ccco3)C(=O)Nc3cccc(C#N)c3)c(Cl)nc12	-11%	-1	-4%	/	8%[57.4 µM]	-16%	-7%	-11%	0%
Cc1cc(C)c2nc3c(c(C(=O)O)c2c1)CCC3	-20%	0	-3%	-15%	12%	-3%	18µM*	0%[11.4 µM]	14µM*
CCOc1ccc(NC(=O)CCCN2C(=S)NC(C)(C)CC2C)cc1 (stereo not given)	-14%	-9	-5%	-6%	?	-5%	4%	-7%	-5%
C=CC#CC[N+]1(CC#Cc2ccccc2)CCOCC1	?	8	2%	5%	?	5%	4%	?	35µM*
CCn1c(SCC(=O)N/N=C/C(C)=C\c2ccco2)nnc1-c1ccccc1	?	14	?	20%	-19%	-17%	28µM*	-34%	?
O=S(=O)(c1ccc2ccccc2c1)N(CC(O)COCc1ccco1)c1ccccc1 (stereo not given)	-7%	3	1%	2%	-16%	6%	12%	-40%	-14%
COc1cccc(OCC(=O)NNC(=O)C(=O)N2CCCC2)c1	9%	-1	3%	3%	-22%	-2%	13%	-14%	-22%
C=CCNC(=O)c1ccc2c3n(nc2c1)-c1ccc(Cl)cc1CO3	-15%	-13	/	-6%	-4%	/	/	8%	-4%
CCOC(=O)c1nc2ccccc2c(=O)[nH]1	-1%	0	8%	-7%	23%	1%	4%	-1%	-11%
O/N=C/c1cn(-c2ccccc2)nc1-c1cccnc1	-13%	-1	2%	-2%	-15%	-4%	5%	18%	3%
CC(C)CCNC(=O)C1CCC(CNS(=O)(=O)c2ccc(Cl)cc2)CC1 (stereo not given)	-3%	-2	-1%	5%	-8%	-9%	6%	-13%	-5%
O=C(O)CCC(=O)N1CCN(c2nc(-c3ccccc3)c3ccccc3n2)CC1	0%	-2	2%	15%	87%[activator]	118%[activator]	-5%	-26%	-13%
Further compounds follow:
SMILES	Pol kappa inh	LDHA inh	APE1 inh	ERG-DNA inh	12-LOX inh	Anesthetic bind	Pol beta inh	RGS4 inhibitor	POLH inh
Cc1nc2c(=O)[nH]c3ccccc3c2o1	0%	-7	-3%	-1%	?	-8%	19%	29%	4%
COc1ccc(CCNC(=O)Cc2ccc(OCc3ccccc3)c(OC)c2[N+](=O)[O-])cc1OCc1ccccc1	-7%	-4	5%	-4%	0%	35µM*	?	5%	-16%
CCC(Sc1nc2ncccc2[nH]1)C(=O)Nc1ccccc1F (stereo not given)	1%	-3	/	0%	-3%	-14%	9%	1%	-15%
CN(CC(=O)Nc1ccc(N2CCOCC2)cc1)C(=O)c1cccc(Cl)c1Cl	0%	2	45%[activator]	14%	-2%	/	/	-22%	-13%
O=c1[nH]ccc2c(S(=O)(=O)N3CCCNCC3)cccc12	13%&-1%[60.1 µM]	/	-5%&-4%	/	26%	-4%&3%	/	/	/
CO/N=C\CC(=O)Nc1ccc(Oc2ccccc2)cc1	-1%	0	2%	-2%	-14%	-16%	33%[activator]	1%	-12%
Cc1cccc(-c2noc(CNC(=O)c3ccccc3Br)n2)c1	14%	0	/	0%	-3%	-9%	27%	1%	1%
O=C(Cc1csc(-c2ccc(F)cc2)n1)Nc1cccc(S(=O)(=O)NC2=NCCC2)c1	8%	4	10%	5%	197%[activator]	/	/	-21%	-6%
CC1(c2nnc(-c3ccccc3)o2)CC(c2ccc(Cl)cc2)=NO1 (stereo not given)	1%	-3	-2%	-5%	-6%	-3%	1%	9%	-24%
Cc1ccn2c(Nc3ccc(C(C)C)cc3)c(-c3cccnc3)nc2c1	-9%	1	/	0%	2%	36%[activator]	1%	-10%	-17%
CC(C)CN(C(=O)CCC(=O)OCC(=O)c1ccc(F)c(F)c1)c1c(N)n(CC(C)C)c(=O)[nH]c1=O	-5%	0	-25%	21%	12%	?	16%	-8%	0%
Cc1ccc(CSc2nnc(SCC(=O)N/N=C/c3c[nH]c4ccccc34)s2)cc1	-22%	-7	9%	-1%	-22%	-21%	7.9µM*	?	?
COc1cc(C(=O)NC(C)C2CC3CCC2C3)cc(OC)c1OC (stereo not given)	-3%	-5	21%	12%	0%	-7%	-1%	-9%	-25%
CC(=O)Nc1ccc(SC(C)C(=O)NC(N)=O)cc1 (stereo not given)	-10%	-14	-4%	0%	-45%	-8%	26%	6%	-9%
CC(C)(C)C(=O)C[n+]1ccc(C(N)=O)cc1	-2%	-2	5%	16%	19%	-8%	1%	2%	-19%
CCOc1ccc(C2NC(=O)NC(c3ccccc3)=C2C(C)=O)cc1OC (stereo not given)	-4%	-5	17%	-9%	?	-14%	8%	27%	-13%
CCc1cc2c(cc3c(=O)n(CCCC(=O)NCc4cccc(Cl)c4)ncn32)s1	-44%	-18	/	4%	0%	5%	?	14%	?
COc1ccc(CN2CCNC(=O)C2CC(=O)NC2CCCCCCC2)cc1C (stereo not given)	-4%	-1	32%	5%	-28%	?	2%	6%	-13%
COC(=O)C(c1ccccc1)N(Cc1cccc(CN(C(C(=O)OC)c2ccccc2)S(C)(=O)=O)c1)S(C)(=O)=O (stereo not given)	3%	3	17%	-9%	2%	10%	2%	-18%	-24%
COc1cc(OC)cc(C(=O)NCC(=O)N2CCCCCCC2)c1	7%	0	44%	4%	8%	/	/	8%	-11%
CCC(C)NC(=O)CC(c1ccc(OC)cc1)n1cccc1 (stereo not given)	9%	-4	-1%	-3%	11%	-8%	21%	-28%	-13%

Arranged by molar mass (high to low): some entries from above.
SMILES	Pol kappa inh	LDHA inh	APE1 inh	ERG-DNA inh	12-LOX inh	Anesthetic bind	Pol beta inh	RGS4 inhibitor	POLH inh
CC(C)CN(C(=O)CCC(=O)OCC(=O)c1ccc(F)c(F)c1)c1c(N)n(CC(C)C)c(=O)[nH]c1=O	-5%	0	-25%	21%	12%	?	16%	-8%	0%
O=C(Cc1csc(-c2ccc(F)cc2)n1)Nc1cccc(S(=O)(=O)NC2=NCCC2)c1	8%	4	10%	5%	197%[activator]	/	/	-21%	-6%
CN(CC(=O)Nc1ccc(N2CCOCC2)cc1)C(=O)c1cccc(Cl)c1Cl	0%	2	45%[activator]	14%	-2%	/	/	-22%	-13%
Cc1cccc(-c2noc(CNC(=O)c3ccccc3Br)n2)c1	14%	0	/	0%	-3%	-9%	27%	1%	1%
CCOc1ccc(C2NC(=O)NC(c3ccccc3)=C2C(C)=O)cc1OC (stereo not given)	-4%	-5	17%	-9%	?	-14%	8%	27%	-13%
CC1(c2nnc(-c3ccccc3)o2)CC(c2ccc(Cl)cc2)=NO1 (stereo not given)	1%	-3	-2%	-5%	-6%	-3%	1%	9%	-24%
O=c1[nH]ccc2c(S(=O)(=O)N3CCCNCC3)cccc12	13%&-1%[60.1 µM]	/	-5%&-4%	/	26%	-4%&3%	/	/	/
CCC(C)NC(=O)CC(c1ccc(OC)cc1)n1cccc1 (stereo not given)	9%	-4	-1%	-3%	11%	-8%	21%	-28%	-13%

High-throughput results (PubChem BioAssay)
